HttQ103 aggreg = qHTS Multiplex Assay to Identify Dual Action Probes in a Cell Model of Huntington: Aggregate Formation (GFP); PC12 HttQ103-GFP aggregates, Acumen cytometry, 40 h; Potency, µM (doses to about 46.1 µM), without a hit: top-dose activity change, negative = inhibition, hits mostly inhibitors; 1.1% of 220,000 active; AID 1688, 2009; also: % is scaled to controls: 0 for no effect and ±100 for the full control effect; nearly all actives have a fitted effect of over 60% in size
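Read-out: GFP aggregate count by laser scanning cytometer (488 nm excitation, 500-530 nm emission, 1–25 µm objects >6 SD above background). Cells: PC12, inducible HTTex1-Q103-GFP, 100 nM tebufenozide; compounds titrated.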
Tau FP inhib = qHTS for Inhibitors of Tau Fibril Formation, Fluorescence Polarization. 0.39% of 280,000 active. Potency, µM (doses to about 57.7 µM), for the others: at the top dose activity, negative = inhibition, most hits filed as inhibitors. Microtubule-associated protein tau (Homo sapiens), P10636. K18 P301L tau heparin fibrillization, Alexa594 FP, 6 h; also: % is scaled to controls: 0 for no effect and ±100 for the full control effect; nearly all actives have a fitted effect of over 55% in size
Target sequence (P10636 561-689 P618L limits assumed): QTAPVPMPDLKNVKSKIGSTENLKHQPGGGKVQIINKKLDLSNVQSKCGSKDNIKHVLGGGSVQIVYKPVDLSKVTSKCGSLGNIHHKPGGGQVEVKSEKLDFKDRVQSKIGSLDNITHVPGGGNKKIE
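Compound effects on tau fibrillization are measured by Alexa 594 fluorescence polarization (ex 555, em 632 nm). K18 P301L tau is used at 15 uM with 0.24 uM labeled tracer, and 20 uM heparin induces aggregation over 6 hr at 37 C.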
JMJD2E inh = qHTS Assay for Inhibitors of Human Jumonji Domain Containing 2E (JMJD2E); 1.6% of 230,000 active; AID 2147, 2009; JMJD2E catalytic domain, FDH-coupled NADH fluorescence (FDH is formaldehyde dehydrogenase); Potency, µM (doses to about 57.1 µM), inactives show top-dose activity change, negative = inhibition, usual class: inhibitors; active = well fitted inhibition curve with a large enough effect, not every such curve was filed as active; inconclusive = small, poorly fitted or top-dose-only effect, or another doubt; inactive = no such curve, though single readings can be large or run the other way;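 also: 0% = wells with enzyme and -100% = buffer wells without enzyme; nearly all actives have a fitted effect of over 50% in size; many of its hits are not listed in these tables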
Target sequence (B2RXH2 1-337 limits assumed): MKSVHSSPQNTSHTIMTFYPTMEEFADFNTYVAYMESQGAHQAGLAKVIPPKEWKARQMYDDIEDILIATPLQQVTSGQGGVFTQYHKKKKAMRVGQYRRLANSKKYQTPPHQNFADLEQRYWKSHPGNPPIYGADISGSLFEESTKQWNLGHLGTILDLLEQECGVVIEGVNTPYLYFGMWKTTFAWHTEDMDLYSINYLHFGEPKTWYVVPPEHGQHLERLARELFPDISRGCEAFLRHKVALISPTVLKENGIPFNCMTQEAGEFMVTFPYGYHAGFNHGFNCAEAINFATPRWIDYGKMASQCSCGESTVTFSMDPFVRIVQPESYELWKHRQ
Tau ThT inhib = qHTS for Inhibitors of Tau Fibril Formation, Thioflavin T Binding; Microtubule-associated protein tau (Homo sapiens), P10636; recombinant tau K18 P301L, heparin-induced fibrillization, ThT fluorescence; Potency, µM (highest dose often 57.4 µM), without a hit: at the top dose activity, negative = inhibition, hits mostly inhibitors; 2.1% of 270,000 active; also: % is scaled to controls: 0 for no effect and ±100 for the full control effect; nearly all actives have a fitted effect of over 55% in size
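Using a mix of unlabeled (15 uM) and Alexa 594-labeled (0.24 uM) tau K18 P301L, heparin-triggered fibrillization over 6 hr at 37 C was scored by ThT fluorescence.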
Tau fluor counter = Counterscreen qHTS for Inhibitors of Tau Fibril Formation, Fluorescence Polarization | tau K18 P301L (four-repeat tau fragment) Alexa594 fluorescence, heparin fibrillization | AID 1463, 2008 | Potency, µM (highest dose often 57.7 µM), for the others: at the highest dose activity change, negative = decrease | 0.93% of 280,000 active; also: % is scaled to controls: 0 for no effect and ±100 for the full control effect; nearly all actives have a fitted effect of over 55% in size
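Human K18 P301L tau (15 uM unlabeled plus 0.24 uM Alexa 594-labeled, final) in 100 mM sodium acetate pH 7 was mixed with compound and 20 uM heparin and incubated 6 hr at 37 C.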
ALDH1A1 block = qHTS Assay for Inhibitors of Aldehyde Dehydrogenase 1 (ALDH1A1); Aldehyde dehydrogenase 1A1 (Homo sapiens), P00352; Purified ALDH1A1, NADH fluorescence, propionaldehyde substrate; Potency, µM (top dose mostly 75.3 µM), for the others: top-dose activity, negative = inhibition, most hits filed as inhibitors; 7.3% of 220,000 active; active = well fitted inhibition curve with a large enough effect, not every such curve was filed as active; inconclusive = small, poorly fitted or top-dose-only effect, or another doubt; inactive = no such curve, though single readings can be large or run the other way;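 also: plate controls were no enzyme wells and a reference inhibitor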
Target sequence (P00352 whole entry, looked up): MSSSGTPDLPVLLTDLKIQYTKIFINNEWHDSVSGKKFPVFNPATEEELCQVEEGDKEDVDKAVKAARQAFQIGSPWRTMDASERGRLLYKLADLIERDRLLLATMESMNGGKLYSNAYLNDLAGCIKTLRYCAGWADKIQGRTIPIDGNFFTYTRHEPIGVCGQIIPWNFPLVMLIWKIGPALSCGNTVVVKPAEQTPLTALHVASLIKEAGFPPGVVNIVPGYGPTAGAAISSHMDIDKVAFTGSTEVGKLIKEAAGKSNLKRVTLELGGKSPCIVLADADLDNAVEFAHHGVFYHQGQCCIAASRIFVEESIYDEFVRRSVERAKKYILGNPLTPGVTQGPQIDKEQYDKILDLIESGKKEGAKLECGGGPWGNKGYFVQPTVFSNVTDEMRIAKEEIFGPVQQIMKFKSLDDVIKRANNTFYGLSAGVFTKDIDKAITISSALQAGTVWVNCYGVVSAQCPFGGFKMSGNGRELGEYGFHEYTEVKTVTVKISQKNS
SMN2 splice up = qHTS Assay for Enhancers of SMN2 Splice Variant Expression; HEK293 SMN2-luciferase splicing reporter, luminescence, 30-36 h; Potency, µM (top dose mostly 46.1 µM), without a hit: at the highest dose activity change, positive = activation, actives largely listed as activators; 2.8% of 210,000 active; AID 1458, 2008; also: % of control where 0% means no effect; nearly all actives have a fitted effect of over 55% in size
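HEK293 cells carry an SMN2 minigene-luciferase reporter in which exon 7 inclusion puts luciferase in frame. Cells were seeded at 2000 cells/well, attached for 10-12 hours, then exposed to compounds for 30-36 hours at 37C before ONE-Glo luminescence.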
HTT cytoprotect = qHTS Multiplex Assay to Identify Dual Action Probes in a Cell Model of Huntington: Cytoprotection (ATP). 0.14% of 230,000 active. Potency, µM (series often up to 56.4 µM), for inactives: cytoprotection (ATP increase), actives largely listed as activators. PC12 HTT-Q103 induced, cytoprotection, ATP luminescence, 40 h;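 also: % of control where 0% means no effect; nearly all actives have a fitted effect of over 45% in size; toxic huntingtin expression switched on by the ecdysone agonist tebufenozide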
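PC12 cells with ecdysone-inducible HTT exon 1 Q103-GFP, induced with 100 nM tebufenozide and co-treated with library compounds in a dose series (1536-well, 1500 cells/well). Cytoprotection read as ATP content by ATPlite luminescence.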
The depositor's hits bear a star; u = inconclusive; x = not tested or not shown; & = joins results of further samples; [ ] = another dose, or the depositor's remark. Unless noted, calls follow the shape of the dose curve; as a rule, active = well fitted curve in the direction sought with a large enough effect; inconclusive = small, poorly fitted or top-dose-only effect, or another doubt; inactive = no such curve, though single readings can be large; an effect the other way counts as inactive or inconclusive. Potency is read from the fitted curve at half-maximal effect. The list is partial; rates above refer to the full screens.

entry	Structure	HttQ103 aggreg	Tau FP inhib	JMJD2E inh	Tau ThT inhib	Tau fluor counter	ALDH1A1 block	SMN2 splice up	HTT cytoprotect
1	CC(=O)CSc1ccc(C(=O)O)cn1	2%	-3%	-1%	-4%	-3%	5%	2%	x
2	O=C(Cn1c(=O)oc2ccccc21)Nc1ccc(S(=O)(=O)N2CCCCC2)cc1	11%	u	-1%	6%	-13%	2%	-5%	-6%
3	COCCN(C(=S)Nc1ccccc1C)C(C)c1cccs1 (stereo not given)	-13%	0%	-2%	-3%	-8%	3%	-4%	5%[10 µM]
4	O=C(COc1ccc(-n2ccnc2)cc1)Nc1cccc(F)c1	14%[9.22 µM]	-6%	6%	-5%	0%	x	x	21%[10 µM]
5	Cc1c(NC(=S)N/N=C/c2ccc([N+](=O)[O-])cc2O)c(=O)n(-c2ccccc2)n1C	-4%[9.22 µM]	0%	10µM*	x	u	x	x	31%[10 µM]
6	CN(C)CCO[C@@H](c1ccc(Cl)cc1)c1ccccn1	x	x	0%[25.5 µM]	x	x	10%[20.9 µM]	-1%[20.6 µM]	2%[40.3 µM]
7	COc1ccc(-c2nn(-c3ccccc3)cc2C#N)cc1	9%[1.84 µM]	-14%	-9%	-6%	-18%	7%	-2%	0%
8	O=C(NNC(=O)C1COc2ccccc2O1)c1cccc([N+](=O)[O-])c1 (stereo not given)	5%	11%	3%	-6%	2%	-2%	-8%	13%
9	Clc1ss/c(=N\c2ccccn2)c1Cl	27%	-15%	-5%	u	-10%	u	5%	11%[1.9 µM]
10	Cc1ccc(-c2nc3cccnc3s2)cc1NC(=O)C1c2ccccc2Oc2ccccc21	1%	-19%	-12%	-8%	-22%	u	24%	x
11	CN(NC(=O)c1ccccc1)C1=NS(=O)(=O)c2ccccc21	6%[9.22 µM]	-7%	-3%	-4%	-3%	-1%	2%	24%[10 µM]
12	COc1ccccc1N1CCN(C(=O)COc2cccc(C)c2C)CC1	5%	3%	13%	-12%	-9%	-3%	7%	x
13	O=Cc1ccnc(-c2ccc(OC(=O)c3ccco3)cc2)n1	10%	3%	3%	-15%	5%	u	7%	-2%
14	COc1ccccc1NS(=O)(=O)c1cccc(NC(=O)c2[nH]c(C)c(C(C)=O)c2C)c1	23%[9.22 µM]	u	-12%	9%	u	x	x	8%[10 µM]
15	CCC12CN3CC(CC)(CN(C1)C3c1ccc(OC(C)C)cc1)C2=O (stereo not given)	-6%	0%	9%	-6%	-5%	4%	-1%	-13%
16	CC(=O)c1cccc(NC(=O)c2cc(C)no2)c1	u	-6%	-3%	-3%	-2%	-1%	7%	-7%
17	CCc1nc2ccc(F)cc2c(C(=O)NC2CCCCC2C)c1C (stereo not given)	-6%	0%	-10%	-8%	-7%	-2%	-2%	-10%[10 µM]
18	O=C(CSc1nc2[nH]ncc2c(=O)n1-c1ccccc1)N1CCCCCC1	-12%	-5%	-2%	4%	-3%	5µM*	x	-21%
19	CCOC(=O)C1CCN(c2c(NCc3ccc(N(C)C)cc3)c(=O)c2=O)CC1	15%[9.22 µM]	-5%	-4%	-1%	-4%	x	x	17%[10 µM]
20	Cc1ccc(CNc2oc(COc3ccccc3Cl)nc2C#N)cc1	2%	-6%	-18%	-6%	-29%	-12%	-4%	-7%
21	COC(=O)C1=CNC=C(C(=O)OC)C1c1cccc(OC)c1	-15%	-1%	u	-10%	-11%	u	21%	3%
22	COC(=O)CNC(=O)CSc1nnc(C)c(=O)[nH]1	-7%	5%	-1%	4%	4%	0%	-11%	0%[10 µM]
23	Cc1ccc(Cn2c(SCC(=O)N/N=C/c3ccc(C)o3)nc3ccccc32)cc1	-14%	-11%	-3%	u	-27%	u	-6%	-14%
24	CCCCCn1nc(C(=O)OCC(=O)c2c(N)n(C)c(=O)n(C)c2=O)c2ccccc2c1=O	-15%	u	u	4%	u	u	-60%[inhibitor]	-110%[inhibitor]
25	CCOC(=O)c1c(C)c(C(=O)NCc2ccc(Cl)cc2)c(C)n1CC	x	-3%	x	-2%	-2%	x	-5%	x
26	O=c1oc2ccccc2n1CCc1ccccc1	-1%	-2%	3%	-10%	-6%	u	-35%	3%[10 µM]
27	CN1C(=O)CC[C@@H]1c1cccnc1	x	x	u	x	x	-5%[20.9 µM]	-1%[20.6 µM]	10%
28	O=C(Nc1ccc2oc(-c3ccc(Cl)cc3)nc2c1)c1ccc2ccccc2c1	x	-6%	x	u	-28%	x	-6%	x
29	Cc1[nH]c(=O)[nH]c(=O)c1/C=C/C(=O)O	-22%[9.22 µM]	6%	-15%	11%	19%	x	x	-7%[10 µM]
30	O=C(Nc1ccc(Cl)cc1)OCc1cc(-c2ccccc2)on1	-17%	-11%	-7%	5%	-7%	8%	-9%	-19%
31	Cc1nc2ccccc2c2nc(NC(=O)C(F)(F)F)nn12	-12%[9.22 µM]	-2%	u	-1%	-6%	12%	x	-3%[10 µM]
32	O=C(/C(=C(\[O-])c1ccccc1)[n+]1ccc2ccccc2c1)c1ccccc1	2%	1%	-8%	-6%	9%	-11%	5%	18%[10 µM]
33	O=C(CCC(=O)Nc1ccccc1Cl)N/N=C/c1c[nH]c2ccccc12	-8%	0%	0%	-5%	-8%	u	-45%	x
34	CCO[C@H]1OC(C(=O)N2CCOCC2)=C[C@@H](c2ccc(C(F)(F)F)cc2)[C@@H]1CCCO	16%[9.22 µM]	-1%	11%	5%	4%	5%	x	26%[10 µM]
35	COc1ccc(-n2ccc(-c3nn(-c4cccc(C(F)(F)F)c4)ccc3=O)n2)cc1	-15%	7%	-4%	-11%	-8%	10%	-18%	6%[10 µM]
36	O=C(O)CCn1c(=O)n(CCC(=O)O)c(=O)n(CCC(=O)O)c1=O	19%[9.22 µM]	1%	-16%	-7%	-9%	7%	x	16%[10 µM]
37	c1ccc(SCCCCNC2CCCC2)cc1	-12%	3%	2%	0%	2%	u	11%	-4%[10 µM]
38	Cc1nnc(SC(C)C(=O)Nc2c(C)n(C)n(-c3ccccc3)c2=O)n1N (stereo not given)	13%	-8%	6%	8%	3%	-11%	-10%	-22%
39	Nc1ncnc2c1ncn2[C@@H]1O[C@H](COP(=O)(O)OP(=O)(O)O)[C@@H](O)[C@H]1O	x	-2%&-2%	-2%	4%&6%	-1%&11%	1%&-3%	-9%	-19%
40	O=C(COc1ccc(Cl)cc1Cl)Nc1ccc(C(=O)OC2CCCCC2)cc1	x	-4%	x	-15%	-20%	x	1%	x
41	CCOC(=O)c1c(NC(=O)/C=C/C(=O)O)sc(C)c1-c1ccc(Cl)cc1	2%	u	3%	32µM*	-10%	20µM*	-76%[inhibitor]	-28%[10 µM]
42	CC1CCCc2sc3nc(SCC(=O)c4ccc(Br)cc4)nc(N)c3c21 (stereo not given)	x	u	x	-5%	-22%	x	-11%	x
43	CC1(C)C(=O)Nc2ccccc2N1C(=O)COC(=O)C12CC3CC(CC(O)(C3)C1)C2	-1%	6%	2%	-9%	-9%	8%	-9%	-26%
44	CCCCNC(=O)N1CCN(C(=O)C2CCCO2)CC1 (stereo not given)	7%	-6%	-24%	2%	1%	0%	12%	x
45	O=C(COC(=O)CNC(=O)c1ccccc1)Nc1ccc(S(=O)(=O)N2CCOCC2)cc1	6%	-4%	1%	-6%	-6%	5%	4%	-37%
46	CCOc1ccc(/C=N/NC(=O)C(=O)NCc2ccco2)cc1	-4%	0%	-10%	0%	5%	9%	x	0%[10 µM]
47	Cc1ccc(CNC(=O)c2nc(S(=O)(=O)Cc3ccc(C)cc3)ncc2Cl)cc1	x	4%	x	u	-2%	x	-3%	x
48	Cc1nn(Cc2ccccc2)c(C)c1C(=O)NCCN1C(=O)S/C(=C\c2ccccc2)C1=O	16%	1%	1%	-11%	-7%	-11%	17%	-4%[1.9 µM]
49	Cn1c(=O)c2cc(S(=O)(=O)NC(C(=O)NC3CCCCC3)c3ccccc3)ccc2n(C)c1=O (stereo not given)	-7%	2%	0%	0%	-6%	-7%	-9%	-13%
50	CC(C)C(=O)NC(NC(=S)NC1CCS(=O)(=O)C1)C(Cl)(Cl)Cl (stereo not given)	-18%	-2%	6%	1%	1%	0%	-5%	-18%[10 µM]

The results go on:
entry	Structure	HttQ103 aggreg	Tau FP inhib	JMJD2E inh	Tau ThT inhib	Tau fluor counter	ALDH1A1 block	SMN2 splice up	HTT cytoprotect
51	Nc1c(C(=O)O)sc2nc(-c3ccccc3)cc(-c3ccc(F)cc3)c12	4%[9.22 µM]	2%	u	u	u	x	x	4%[10 µM]
52	COc1ccc(/C=N/NC(=O)CN2CCSCC2)c(OC)c1	-10%	-1%	u	-14%	-9%	u	12%	x
53	O=C(/C=C/c1cccnc1)c1ccccc1O	-20%[9.22 µM]	5%	u	-15%	3%	x	x	13%[10 µM]
54	O=C(Nc1ccc(Cl)cn1)C1CCN(S(=O)(=O)c2cccs2)CC1	-14%[9.22 µM]	-3%	1%	5%	-6%	x	x	-9%[10 µM]
55	CN(C)CCNC(=O)c1sc2cccc(F)c2c1Cl	-3%	-2%	-1%	5%	-2%	14µM*	-3%	-8%
56	N#CCc1nn2c3c(cnc2c1C#N)C(=O)CCC3	22%	1%	0%	-2%	-2%	u	1%	4%[10 µM]
